FEN1 inhibitor: inhibitors of human flap endonuclease 1 | P39748 | Recombinant FEN1 flap cleavage, fluorescence, 15 min | Potency, µM (titrated, usually from 114 µM), for the others: at the top dose activity change, negative = inhibition, actives largely listed as inhibitors | actives 0.35% (n = 390,000) | AID 588795; note: nearly all actives have a fitted effect of over 65% in size
Target sequence (P39748 whole entry, looked up): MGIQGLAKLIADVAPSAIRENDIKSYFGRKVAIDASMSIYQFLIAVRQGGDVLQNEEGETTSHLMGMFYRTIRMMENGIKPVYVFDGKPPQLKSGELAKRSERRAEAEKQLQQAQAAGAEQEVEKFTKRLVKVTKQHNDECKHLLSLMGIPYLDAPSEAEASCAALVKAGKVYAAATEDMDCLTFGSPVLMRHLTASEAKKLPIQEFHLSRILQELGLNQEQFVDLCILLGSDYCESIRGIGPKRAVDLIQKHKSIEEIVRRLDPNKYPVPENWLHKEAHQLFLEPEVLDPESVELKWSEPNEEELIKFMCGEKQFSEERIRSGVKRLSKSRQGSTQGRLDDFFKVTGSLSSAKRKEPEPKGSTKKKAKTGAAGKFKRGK
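Read-out was taken twice, immediately and after 15 min, following addition of 50 nM substrate to 10 nM FEN1 that had sat with test compound for 15 min at room temperature. Curves came from a four-parameter Hill model.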
N370S GC: inhibitors or activators of N370S glucocerebrosidase for Gaucher disease | P04062 | N370S GC spleen homogenate, 4MU-glucoside fluorescence | Potency, µM (titrated, usually from 59.4 µM), for inactives: top-dose activity change, negative = inhibition, actives largely listed as inhibitors | actives 0.092% (n = 330,000) | AID 2101;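 note: 0% = full enzyme activity and -100% = no enzyme basal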
TDP1 block: inhibitors of human tyrosyl-DNA phosphodiesterase TDP1 | Potency, µM (top dose mostly 130 µM), for the others: at the top dose activity change, negative = inhibition, most hits filed as inhibitors | Q9NUW8 | AID 485290 | actives 0.28% (n = 350,000) | recombinant TDP1, AlphaScreen DNA substrate cleavage; note: nearly all actives have a fitted effect of over 40% in size
Target sequence (Q9NUW8 whole entry, looked up): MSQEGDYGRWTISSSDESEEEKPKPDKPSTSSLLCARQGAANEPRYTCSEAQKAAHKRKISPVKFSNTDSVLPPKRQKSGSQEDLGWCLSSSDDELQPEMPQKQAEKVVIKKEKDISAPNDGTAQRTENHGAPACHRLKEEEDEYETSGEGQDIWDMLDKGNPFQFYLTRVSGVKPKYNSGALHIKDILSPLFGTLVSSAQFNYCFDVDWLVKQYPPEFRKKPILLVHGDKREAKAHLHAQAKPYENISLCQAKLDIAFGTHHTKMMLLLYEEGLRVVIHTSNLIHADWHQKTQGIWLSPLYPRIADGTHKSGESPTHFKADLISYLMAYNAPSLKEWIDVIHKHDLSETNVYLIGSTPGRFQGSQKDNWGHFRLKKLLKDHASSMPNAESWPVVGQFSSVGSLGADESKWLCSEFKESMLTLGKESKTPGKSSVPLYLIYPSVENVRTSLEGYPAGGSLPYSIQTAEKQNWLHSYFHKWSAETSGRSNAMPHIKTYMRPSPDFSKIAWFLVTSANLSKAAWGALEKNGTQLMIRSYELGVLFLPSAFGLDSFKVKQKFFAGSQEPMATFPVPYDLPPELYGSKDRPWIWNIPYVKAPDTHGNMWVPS
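Tdp1 1 nM final; 15 min RT w/ cpd; substrate 15 nM, 5 min; beads 10 ug/ml, 10 min; AlphaScreen read. Neg ctrl: no enzyme.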
The depositor's hits bear a star; ? = inconclusive; · = not tested or not shown; & = joins results of further samples; [ ] = dose if it differs, or a comment. Calls come from the whole dose curve; as a rule, active = well fitted curve in the direction sought with a large enough effect; inconclusive = small, poorly fitted or top-dose-only effect, or another doubt; inactive = no such curve, though single readings can be large; an effect the other way counts as inactive or inconclusive. Unless noted, % is set by controls: 0 for no effect and ±100 for the full control effect; potency is the fitted concentration of half-maximal effect.

FEN1 inhibitor	N370S GC	TDP1 block	Compound
-2%	4%	4%	CCC(C)(C)NC(=O)C(c1ccc(OC)cc1)N(CCOC)C(=O)CCC(=O)Nc1nccs1 (stereo not given)
-7%	·	0%	O=C(OCC(=O)N1CCc2ccccc21)c1ccc(Br)o1
0%	-14%	0%	Cc1ccc(NC(=O)CN2CCN(CCN=CC3=C(O)CC(C)(C)CC3=O)CC2)cc1
16%	?	3%	O=C(NNC(=S)Nc1ccc(Cl)cc1)c1cccs1
7%	-15%	?	O=C(COC(=O)CC1CCCC1)Nc1cc2c(cc1Cl)C(=O)c1ccccc1C2=O
-2%	-2%	3%	NC(=O)CCN1CCN(Cc2cn[nH]c2-c2cccc3ccccc23)CC1
-8%	-23%	4%	CN1CCN(C(=O)CCN2C(=O)/C(=C\c3ccc(Cl)cc3Cl)SC2=S)CC1
-11%	-1%	1%	Cc1ccc2[nH]c3c(=O)n(CCN4CCNCC4)cnc3c2c1
-3%	2%	-6%	O=C(CN1C(=O)S/C(=C\c2ccccc2Cl)C1=O)NC1C=CS(=O)(=O)C1 (stereo not given)
-1%	·	11%	CCOC(=O)N1CCc2c(sc(NCc3cccs3)c2C(=O)Nc2cc(OC)ccc2OC)C1
-3%	·	7%	Cc1ccc(C)c(NC(=O)c2nnn(CC(=O)Nc3cccc(C)c3C)c2N)c1
-4%	-1%	-12%	CC1CC(C)CN(CC(=O)N2CCOCC2)C1 (stereo not given)
-6%	10%	0%	CC1(C)CC(=O)C2=C(C1)N(CCN1CCOCC1)C1=C(C(=O)CC(C)(C)C1)C2c1cccc(Cl)c1
-11%	-18%	-6%	Cc1cc2ccccc2cc1CN1CCOCC1
-4%	-1%	-4%	O=C(NC(NC(=S)Nc1ccccc1O)C(Cl)(Cl)Cl)c1ccco1 (stereo not given)
-7%	-2%	·	CCOC(CNC(=O)Cn1nc(Cc2ccncc2)c2ccccc2c1=O)OCC
1%	-6%	1%	Cc1ccc(OCC(O)Cn2c(N3CCOCC3)nc3c2c(=O)[nH]c(=O)n3C)cc1 (stereo not given)
-11%&3%	5%	-11%	Cc1ccc(CN2CCCN(Cc3c(C)cc(C)cc3C)S2(=O)=O)cc1
-10%	-4%	1%	COC(=O)/C(=C\C=C\c1ccccc1)NC(=O)c1ccccc1
5%	2%	0%	Cc1nnc(SCC(=O)Nc2ncc(Cc3ccc(F)cc3)s2)n1N

Fetched one by one from above (2):
FEN1 inhibitor	N370S GC	TDP1 block	Compound
7%	-15%	?	O=C(COC(=O)CC1CCCC1)Nc1cc2c(cc1Cl)C(=O)c1ccccc1C2=O
-8%	-23%	4%	CN1CCN(C(=O)CCN2C(=O)/C(=C\c3ccc(Cl)cc3Cl)SC2=S)CC1

(list continues)
FEN1 inhibitor	N370S GC	TDP1 block	Compound
-11%	·	2%	COc1cc2cc(CCCOC(=O)c3ccc(F)cc3)oc(=O)c2cc1OC
-1%	-5%	4%	CCCCCC(=O)N/N=C/c1cccs1
·	-6%	1%	CC1(C)CN=C(N2CCN(C3=NCC(C)(C)S3)CC2)S1
2%	1%	1%	CCCCCC1CC(CC/C(C)=N/NC(N)=O)C(=O)O1 (stereo not given)
2%	4%	3%	COC(=O)c1sc(S(=O)(=O)N2CCN(c3ccccc3)CC2)c(C(=O)OC)c1C
-15%	2%	-7%	CC1C(c2ccccc2)C(C#N)(C#N)C2(C#N)C(=O)NC1(N)C2C (stereo not given)
2%	-3%	2%	CC(=O)Nc1ccc(C(=O)N2CCCC2)cc1
-2%	-5%	0%&-1%&-8%	COc1ccc(S(=O)(=O)N2CCN(S(=O)(=O)c3ccc4c(c3)OCCO4)CC2)cc1
-16%	?	-13%[0.505 µM]	O=C(OCC(=O)N1CCC(Cc2ccccc2)CC1)c1ccccc1NCCO
·	2%	0%	Cc1ccc(NC(=S)Nc2ccc(S(=O)(=O)Nc3ncccn3)cc2)cc1Cl
-4%	1%	-4%	Cc1ccc(S(=O)(=O)N(C)C)cc1NC(=O)C(C)OC(=O)c1ccc2c(c1)OCCO2 (stereo not given)
-1%	-19%	3%	COc1ccc(S(=O)(=O)N2CCC(C(=O)NC3CCCC3)CC2)cc1OC
-26%	-3%	9%	Cc1ccc2nc(N(CCN(C)C)C(=O)c3ccc4c(c3)OCCO4)sc2c1
·	-10%	10%[56.1 µM]	CN1CCN(c2nc(-c3cccc(C#N)c3)nc3ccccc23)CC1
12%	20%	-5%	O=C(Oc1ccc(C(=S)N2CCC(O)CC2)cc1)c1ccc(Cl)cc1
1%	-3%	-3%	CCN(CC1COc2ccccc2O1)C(=S)NCCCN(C)C (stereo not given)
-13%	-3%	5%	COc1ccccc1S(=O)(=O)Cc1ccc(C(=O)NCCCN2CCN(c3ccc(F)cc3)CC2)o1
-18%	-9%	·	COc1ccc(OC)c(NC(=O)c2ccc(CN3CCc4ccccc4C3)cc2)c1
7%	·	5%	CCCn1c(=O)c2sccc2n2c(CCCC(=O)N3CCN(c4ccccc4OC)CC3)nnc12
-3%	10%	2%	CCCC(=O)N1CCc2[nH]c3ccccc3c2C1

As entered above.
Cc1ccc(S(=O)(=O)N(C)C)cc1NC(=O)C(C)OC(=O)c1ccc2c(c1)OCCO2 (stereo not given) – N370S GC: 1%
COc1ccc(S(=O)(=O)N2CCC(C(=O)NC3CCCC3)CC2)cc1OC – FEN1 inhibitor: -1%
COC(=O)c1sc(S(=O)(=O)N2CCN(c3ccccc3)CC2)c(C(=O)OC)c1C – TDP1 block: 3%
Cc1ccc2nc(N(CCN(C)C)C(=O)c3ccc4c(c3)OCCO4)sc2c1 – FEN1 inhibitor: -26%
CCN(CC1COc2ccccc2O1)C(=S)NCCCN(C)C (stereo not given) – N370S GC: -3%
COc1ccc(S(=O)(=O)N2CCN(S(=O)(=O)c3ccc4c(c3)OCCO4)CC2)cc1 – FEN1 inhibitor: -2%

Entries shown so far containing a thiophene ring, fused or not, in the order listed:
FEN1 inhibitor	N370S GC	TDP1 block	Compound
16%	?	3%	O=C(NNC(=S)Nc1ccc(Cl)cc1)c1cccs1
-1%	·	11%	CCOC(=O)N1CCc2c(sc(NCc3cccs3)c2C(=O)Nc2cc(OC)ccc2OC)C1
-1%	-5%	4%	CCCCCC(=O)N/N=C/c1cccs1
2%	4%	3%	COC(=O)c1sc(S(=O)(=O)N2CCN(c3ccccc3)CC2)c(C(=O)OC)c1C
7%	·	5%	CCCn1c(=O)c2sccc2n2c(CCCC(=O)N3CCN(c4ccccc4OC)CC3)nnc12

Going on with the list.
FEN1 inhibitor	N370S GC	TDP1 block	Compound
-14%	6%	-1%	COc1ccccc1OCCSc1nc(C)c(Cc2ccccc2)c(=O)[nH]1
-12%	-25%	4%	COc1ccc(NS(=O)(=O)c2cccc(C(=O)OCC(=O)Nc3cc(C)on3)c2)cc1
-15%	1%	4%	Cc1nc2ccc(N)cc2s1
?	-7%	3%	Nc1ccc(N2CCOCC2)c2nonc12
·	-18%	5%	CCN(CC)CCCCn1c(-c2ccccc2)nc2c(NC3CCCCC3)nc(C)nc21
-9%	7%	-1%	Cc1cc(C(=O)N2CCN(C(=O)c3ccco3)CC2)ccc1[N+](=O)[O-]
-1%	·	2%	Cc1ccc(NS(=O)(=O)c2ccc(C(=O)Nc3nncs3)cc2)cc1
-8%	·	3%	CCCCOC(=O)c1ccc(NC(=O)c2cnc3ccc(C)cn3c2=O)cc1
0%	13%	0%	O=C(O)c1cnn2c(C(F)F)cc(C3CC3)nc12
-2%	1%	0%	CCS(=O)(=O)N1N=C(c2cccc(NS(C)(=O)=O)c2)CC1c1ccc(C)cc1 (stereo not given)
-6%	-15%	3%	O=C(/C=C1\C(=O)Nc2ccccc21)/C=C1\C(=O)Nc2ccccc21
14%	·	1%	COc1ccccc1NC(=O)C1CCN(S(=O)(=O)c2cccs2)CC1
·	2%&-5%	8%&10%	S=C=Nc1cccc(NC(=S)NCCCCNC(=S)Nc2cccc(N=C=S)c2)c1
·	-17%	14%[56.1 µM]	CNc1cc(OC)c(C(=O)N[C@@H]2CCN(Cc3ccccc3)[C@H]2C)cc1Cl
11%	-1%	0%	COCCSc1nnc(NC(=O)c2ccc3c(c2)OCO3)s1
·	1%	6%	C=CC(=O)CC
4%	·	0%	Cc1csc2nc(CCNS(=O)(=O)c3ccccc3)cn12
-1%	3%	-1%	Cc1coc(C)c1C(=O)CC1(O)C(=O)N(Cc2ccccc2)c2ccccc21 (stereo not given)
-8%	·	2%	COc1cc(Cl)c(C)cc1NC(=O)c1ccccc1-n1cnnn1
16%	?	·	CC1C(=O)Nc2ccc(S(=O)(=O)NCCc3ccc(Cl)cc3)cc2NC1=O (stereo not given)
7%	5%	3%	Cc1cc(C)nc(N(C#N)CC(=O)Nc2ccccc2)n1
-5%	16%	0%	CNC(=S)Nc1cccc(S(=O)(=O)NC2=NCCC2)c1
4%	-24%	·	OCCN(CC#CCn1c2ccccc2c2ccccc21)CCO
-12%	6%	·	C=CCn1c(SCc2nc3sc(C(=O)O)c(C)c3c(=O)[nH]2)nnc1-c1ccccc1
19%	·	0%	CN(CC(=O)Nc1ccc(F)cc1)C(=O)CSc1ccc2c(c1)OCCO2
-1%	-26%	8%	COc1cc(C2CC(=O)Nc3n[nH]c(-c4ccccc4)c32)cc(OC)c1OC (stereo not given)
0%	·	3%	O=c1nc2n(-c3ccccc3F)c3ccccc3cc-2c(=O)[nH]1
17%	24%	5%	O=C(CSc1nnc(-c2ccc(F)cc2)c2ccccc12)Nc1c(F)cccc1F
-3%	1%	1%	Cc1ccc2cc(CCNC(=O)CCCc3ccccc3)c(=O)[nH]c2c1
8%	1%	2%	CC(C)c1nnc(NC(=O)CCC(=O)NCCc2ccccc2)s1
7%	-4%	·	CCc1nnc(NC(=O)C23CC4CC(CC(C4)C2)C3)s1
-4%	3%	-3%	O=C(NC1CCCCC1)N1CCN(c2nc(-c3ccccc3)cs2)CC1
8%	0%	-2%	CC1(c2ccccc2)NC(=S)N2C1NC(=S)N2c1ccccc1 (stereo not given)
1%	-2%	-1%	CC(C)CN(CC(C)C)C(=O)CCCC(=O)N(CC(C)C)CC(C)C
1%	·	1%	Cc1ccc(CC(=O)NCc2nc(-c3ccccc3)no2)cc1
-7%	2%	5%	CC(=O)Nc1cccc(/C(C)=N/NS(=O)(=O)c2ccc(C)cc2)c1
-1%	1%	-12%	Cc1ccc(NC(=O)CNC(=O)Cc2cccc3ccccc23)c(O)c1
16%	-9%	3%	Cc1cccc(N(CC(=O)NC(C)(C)C)C(=O)CCC(=O)Nc2nccs2)c1
13%	-1%	·	CC(NC(=O)c1ccncc1)c1ccccc1 (stereo not given)
-1%	-2%	·	Cn1c(=O)[nH]c(=O)c2c1nc(N1CCCCCC1)n2CCSc1nc2ccccc2o1
11%	·	6%	Cc1cccc(C(=O)Nc2c(-c3ccc(F)cc3)nc3ccccn23)c1
0%	-8%	-2%	O=C(NCCC1CCCCN1S(=O)(=O)c1ccc(Cl)cc1)C(=O)NCc1cccnc1 (stereo not given)
·	-2%	0%	O=S(=O)([O-])CCC[n+]1c(/C=C\Nc2ccccc2)oc2ccc(-c3ccccc3)cc21
-9%	·	2%	Cc1ccccc1S(=O)(=O)N1CCN(c2nc(-c3cccs3)nc3ccccc23)CC1
-9%	-2%	-2%	CCOC(=O)c1sc(NC(=O)CN2C(=O)NC3(CC(C)CC(C)(C)C3)C2=O)c(C(=O)OCC)c1C (stereo not given)
·	2%	10%	O=C(O)c1cccc(/C=C2/C[C@@H]3[C@@H](/C=C/[C@@H](O)C4CCCCC4)[C@H](O)C[C@@H]3O2)c1
-3%	-7%	-6%	O=C(CN1CCN(C2CCCCC2)CC1)Nc1cccc2ccccc12
9%	-10%	5%	O=C(COc1ccc([N+](=O)[O-])cc1)Nc1ccc2c(c1)OCO2
-2%	-3%	·	Cc1sc2ncnc(N3CCC(C(=O)NNC(=O)COc4ccccc4Cl)CC3)c2c1C
-15%	7%	-8%	COc1ccc(OC)c(NC(=O)NC2(C(F)(F)F)Oc3ccccc3O2)c1
-1%	-6%	3%	CCN(Cc1ccc(OC)c(F)c1)C(=O)C1CCCO1 (stereo not given)
-3%	-6%	-1%	Cc1ccc(CCNC(=O)CN(C)S(=O)(=O)c2ccc3c(c2)n(C)c(=O)c(=O)n3C)cc1
-8%	-16%	0%	CN(C)c1ccc(C(=O)OCC(=O)c2cccs2)cc1
0%	-6%	2%	CCn1c(-c2cc(Cl)ccc2OC)n[nH]c1=S
-3%	-4%	6%	COc1ccc(CCNC(=O)C2CC(c3ccccc3[N+](=O)[O-])=NO2)cc1 (stereo not given)
-5%	-21%	-3%	CCOC(=O)C1(CCCc2ccccc2)CCN(CCCn2cccn2)CC1
3%	12%	2%	CC(NS(=O)(=O)c1ccccc1)C(=O)Nc1ccc(S(N)(=O)=O)cc1 (stereo not given)
0%	1%	3%	CCC(=O)Nc1ccc(C(=O)CSc2nc3ccccc3[nH]2)cc1
-3%	3%	5%	CN(C(=O)c1ccncc1)c1nnc(-c2ccncc2)s1
0%	0%	1%	CCN(CC)c1ccc(NC(=O)CN2C(=O)CSc3ncccc32)c(C)c1
-7%	19%	2%	COc1cccc(/C=C2\N=C3CCCCCN3C2=O)c1
